SUMO Mot1 rescue: yeast Mot1-301 growth rescue at high temperature, primary screen, SUMOylation pathway inhibitor project, S. cerevisiae, ATP luminescence, 38.5C; S. cerevisiae Mot1-301 growth rescue; percent above DMSO median, 100 means doubled; growth rescue, % at 18.8 µM; 1% of 320,000 active; AID 2716, 2010;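 active means every valid replicate shows activation above 250% relative to neutral control wells; inactive means the rest, any valid replicate at or below 250%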;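 further: OY570 slx delta 5 strain wells were the positive control but not used for scaling; some compounds called inactive have numbers as strong as hits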
Tat export inh: E. coli Tat export inhibitors, primary screen, MC4100, TorA-mCherry reporter, fluorescence, single point; inhibition, % at 10 µM; 0.036% of 340,000 active; AID 488895, 2010;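 active means mean replicate inhibition at least 50% and at least half of replicates individually reaching 50%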;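 further: exported cargo escapes ClpAP degradation while cytoplasmic cargo is degraded and loses fluorescence; 0% = median of neutral control wells and 100% = median of NaSCN control wells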
MOR-DOR ag: agonists of OPRM1-OPRD1 heterodimerization, primary screen, cell-based, luminescence; Mu-type opioid receptor (Homo sapiens) + Delta-type opioid receptor (Homo sapiens), …; activation, % at 9.3 µM; cells; 0.3% of 340,000 active; in the data active means activation above about 18%;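 further: 0% = vehicle-treated cells and 100% = reference agonist; values of inactives mirror those of a sister screen read the other way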
PfHsp90 yeast 2: growth inhibition of PfHsp90-expressing yeast, primary screen, antimalarial PfHsp90 inhibitor project, S. cerevisiae, BacTiter-Glo luminescence, single point, set 2; inhibition, % at 9.4 µM; BacTiter-Glo ATP, 48 h; yeast lacking PDR1 and PDR3 efflux regulators; 0.32% of 310,000 active; AID 504621, 2011;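 active means every replicate shows inhibition above about 80%, whatever the replicate mean, limit read from the data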;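 further: 0% = DMSO neutral controls and 100% = 20 µM radicicol positive controls; yeast relying on Plasmodium falciparum Hsp90 in place of its own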
Arrestin-AP2 inh: inhibitors of beta-arrestin/AP2 binding, primary screen, biochemical, GPCR trafficking, flow cytometry | beta-arrestin 1 C-terminal peptide binding to AP2 beta2-adaptin appendage (human) | FITC-arrestin peptide / GST-AP2 beads; AP2 beta2 appendage carries R879A mutation | inhibition, % at 10 µM | 0.31% of 340,000 active | AID 504490, 2011;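 active means inhibition above a set limit, near 3 SD of compounds lacking own fluorescence, cut at about 54% in these data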;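 further: plate controls were DMSO wells for no effect and 5 µM unlabelled arrestin peptide for full effect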
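test system = AP2 appendage R879A on GSH beads | buffer or medium = PBS plus Tween 20 (0.05%) and BSA (0.1%) | incubation = 12 min plus 1 h, RT | detection = bead flow cytometry, FITC channel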
OPRM1-OPRD1 inv: inverse agonists of MOR-DOR heterodimerization, primary screen, cell-based, luminescence; 0.21% of 340,000 active; cell-based MOR-DOR heterodimer luminescence, inverse agonism; Mu-type opioid receptor (Homo sapiens) + Delta-type opioid receptor (Homo sapiens), …; inhibition, % at 9.3 µM; AID 504357, 2011; in the data active means inhibition above about 22%, passing the limit was not always enough;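 further: 0% = cells with DMSO and 100% = wells without cells with DMSO; values of inactives mirror those of a sister screen read the other way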
AddAB inh: growth inhibition of E. coli expressing H. pylori AddAB, primary screen, AddAB inhibitor project, absorbance. AID 435030, 2010. 0.29% of 330,000 active. inhibition, % at 11.9 µM; in the data active means inhibition above about 12%;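 further: 0% = vehicle wells of infected cells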
DSG3 Ab inh: inhibitors of pemphigus antibody binding to DSG3, primary screen, biochemical, bead-based, flow cytometry, scFv-GFP; AID 588358, 2011; DSG3-coupled beads, scFv-anti-DSG3-GFP binding; active compounds read low; 0.48% of 310,000 active; Desmoglein-3 (Homo sapiens), P32926; binding (percent of control), % at 10 µM;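 active means binding more than 3 SD below its plate's average and above zero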;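 further: hits lower antibody fragment binding to DSG3; some compounds called inactive have numbers as strong as hits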
Target sequence (P32926 whole entry, looked up, the tested form may be a part): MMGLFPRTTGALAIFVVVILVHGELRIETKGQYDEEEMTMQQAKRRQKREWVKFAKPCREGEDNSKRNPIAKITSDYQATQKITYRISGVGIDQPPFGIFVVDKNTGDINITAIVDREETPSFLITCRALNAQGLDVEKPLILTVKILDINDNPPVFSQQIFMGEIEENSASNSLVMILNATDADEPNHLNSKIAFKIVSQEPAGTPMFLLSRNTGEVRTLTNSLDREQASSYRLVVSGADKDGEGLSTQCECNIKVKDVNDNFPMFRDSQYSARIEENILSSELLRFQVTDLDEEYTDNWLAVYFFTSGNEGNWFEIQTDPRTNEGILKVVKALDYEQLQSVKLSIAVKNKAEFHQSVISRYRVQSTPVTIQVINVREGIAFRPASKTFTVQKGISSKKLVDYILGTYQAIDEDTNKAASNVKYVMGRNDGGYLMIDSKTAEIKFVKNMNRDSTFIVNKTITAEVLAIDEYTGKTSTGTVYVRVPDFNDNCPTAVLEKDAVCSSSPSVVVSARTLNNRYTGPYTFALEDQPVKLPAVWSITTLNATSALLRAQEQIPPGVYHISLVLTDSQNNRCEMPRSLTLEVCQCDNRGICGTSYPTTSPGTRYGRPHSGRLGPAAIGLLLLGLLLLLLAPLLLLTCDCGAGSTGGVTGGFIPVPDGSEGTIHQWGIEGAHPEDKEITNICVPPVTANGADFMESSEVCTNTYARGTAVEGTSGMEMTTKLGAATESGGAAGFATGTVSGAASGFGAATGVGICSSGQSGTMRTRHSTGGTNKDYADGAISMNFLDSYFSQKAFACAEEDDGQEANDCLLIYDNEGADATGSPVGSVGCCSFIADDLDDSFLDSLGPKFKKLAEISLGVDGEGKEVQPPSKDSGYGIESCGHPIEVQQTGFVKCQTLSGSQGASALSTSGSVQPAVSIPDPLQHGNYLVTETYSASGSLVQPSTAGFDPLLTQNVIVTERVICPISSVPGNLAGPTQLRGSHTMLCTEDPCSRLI
E coli growth: E. coli V3065 growth inhibition, primary screen, counter-screen for AddAB inhibitor project, absorbance, OD600 | 0.27% of 330,000 active | inhibition, % at 11.9 µM | AID 449728, 2010 | 18 h;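 active means inhibition above the campaign's mean inhibition across all tested compounds plus 3 SD, cut at about 9.9% in these data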;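 further: uninfected addAB+ strain grown without phage in ampicillin broth; 0% = DMSO wells and 100% = ciprofloxacin 0.95 µg/ml wells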
PKA-R1A act: activators of PKA-R1A holoenzyme, primary screen, biochemical, fluorescence polarization, Cy5-IP20, bovine R1A, mouse PKAc | cAMP-dependent protein kinase type I-alpha regulatory subunit (Bos taurus) + … | PKA-R1A dissociation; scaled: DMSO 0%, 113 µM cGMP 100% | activation, % at 11.4 µM | 0.083% of 340,000 active | AID 504707, 2011;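 active means percent activation above the mean of all tested compounds plus 3 SD, cut at about 19% in these data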;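 further: higher means more PKAc released from R1A so a rise in polarization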
phage Ecoli inh: growth loss of phage-infected E. coli, primary screen, RecBCD inhibitor project, absorbance, with phage, HTS | inhibition, % at 11.9 µM | AID 651602, 2012 | 0.26% of 360,000 active; in the data active means inhibition above about 11%
Numbers without * were called inactive; . = not tested or not shown. Hits appear at their usual frequency; overall some 2.8% were active at least once.

1: COC(=O)c1cn(C)c2ccc(S(=O)(=O)N3CC(C)CC(C)C3)cc2c1=O (stereo unspecified)
2: CCCCNCc1cc(OCC)c(OCC)cc1Br
3: COCCNC(=O)C1CC(=O)N(c2ccc(OC)cc2)C1c1ccc(OC)cc1 (stereo unspecified)
4: Cc1ccc(S(=O)(=O)N2[C@@H](c3ccccc3)C(C(=O)O)=CC[C@H]2c2ccc(C(C)C)cc2)cc1
5: COc1ccc(Cl)cc1NC(=S)NCCCN1CCCC1=O
6: CN1/C(=C\C(=S)Nc2ccccc2)C(C)(C)c2ccccc21
7: Cc1ccccc1-n1c(=O)cc(N2CCCCCC2)[nH]c1=O
8: CC(O)CSc1nc2c(c(=O)[nH]c(=O)n2C)n1Cc1ccccc1Cl (stereo unspecified)
9: CSc1sc(C(=O)NC(=O)NCc2ccncc2)c(C)c1-c1ccon1
10: CCOc1ccc(N2CC(C(=O)N3CC(C)OC(C)C3)CC2=O)cc1 (stereo unspecified)

Assay by compound	1	2	3	4	5	6	7	8	9	10
SUMO Mot1 rescue	1	38	61	-7	.	-1	16	-2	5	12
Tat export inh	2	5	12	14	2	25	-12	5	0	-3
MOR-DOR ag	-3.3	.	-2.7	-0.9	-1.7	-0.7	-1.3	-1.6	-1.1	1.0
PfHsp90 yeast 2	7	18	-9	-37	-11	2	14	-11	0	11
Arrestin-AP2 inh	-5	-7	42	5	-2	-4	17	-2	25	5
OPRM1-OPRD1 inv	17	.	13	5	9	3	7	8	6	-7
AddAB inh	1.1	1.4	1.7	0.2	-0.9	-0.3	-0.5	.	2.5	-1.0
DSG3 Ab inh	99	102	99	112	100	98	96	106	.	112
E coli growth	0.9	0.2	-3.1	-1.6	-0.7	2.1	-0.5	.	-2.9	-0.2
PKA-R1A act	3	.	-8	-8	2	-9	-10	-3	4	0
phage Ecoli inh	1.2	4.9	3.3	-0.2	4.9	6.9	3.7	-0.7	-2.1	1.3

In the list so far, these contain an aryl methoxy group.
3: COCCNC(=O)C1CC(=O)N(c2ccc(OC)cc2)C1c1ccc(OC)cc1 (stereo unspecified)
5: COc1ccc(Cl)cc1NC(=S)NCCCN1CCCC1=O

Assay by compound	3	5
SUMO Mot1 rescue	61	.
Tat export inh	12	2
MOR-DOR ag	-2.7	-1.7
PfHsp90 yeast 2	-9	-11
Arrestin-AP2 inh	42	-2
OPRM1-OPRD1 inv	13	9
AddAB inh	1.7	-0.9
DSG3 Ab inh	99	100
E coli growth	-3.1	-0.7
PKA-R1A act	-8	2
phage Ecoli inh	3.3	4.9

Further records
11: Cc1ccn(-c2ccc([N+](=O)[O-])cc2)n1
12: O=c1c2c(-c3cccs3)csc2ncn1-c1ccccc1
13: CCOC(=O)c1cc2c(ccn2C)n1CC(=O)Nc1ccc(F)cc1
14: CCCCCc1nc(-c2nonc2N)no1
15: CCNC(=S)NNC(=O)c1cc(-c2ccc(OC)cc2)nc2ccccc12
16: COc1cc(OC)c(S(=O)(=O)NCc2cccnc2)cc1NC(C)=O
17: CC(C)CN(C(=O)c1cccc(S(=O)(=O)N2CCN(c3ccc(F)cc3)CC2)c1)C1CCS(=O)(=O)C1 (stereo unspecified)
18: CNC(=O)COC(=O)c1cc(-c2ccc(OC)cc2)nc2ccccc12
19: Clc1ccc2nc(-c3ccc(Br)s3)cn2c1
20: Cn1c(Cl)cnc1C(O)c1ccccc1 (stereo unspecified)

Assay by compound	11	12	13	14	15	16	17	18	19	20
SUMO Mot1 rescue	-3	-3	-29	10	-51	.	-1	6	47	-13
Tat export inh	-2	-1	-8	9	-3	-15	10	-5	19	-3
MOR-DOR ag	0.6	-0.7	-1.3	-3.0	-0.6	-2.3	-1.0	0.4	4.6	-0.7
PfHsp90 yeast 2	-18	-22	-18	-15	27	12	-46	.	25	5
Arrestin-AP2 inh	6	-3	40	20	7	18	-6	2	-3	0
OPRM1-OPRD1 inv	-3	4	7	18	3	12	6	-2	-24	4
AddAB inh	1.1	0.8	1.9	2.8	2.9	-2.2	1.0	0.0	3.8	0.9
DSG3 Ab inh	93	102	101	.	98	104	104	115	101	101
E coli growth	1.1	0.1	-1.0	0.9	-0.7	-1.3	1.2	0.8	0.2	-0.2
PKA-R1A act	-4	-8	-4	-16	7	2	2	-1	5	-2
phage Ecoli inh	3.4	5.2	1.3	1.6	-0.2	1.9	2.6	-3.0	1.2	2.2

Filtered by structure: the entries above with fluorine (2)
13: CCOC(=O)c1cc2c(ccn2C)n1CC(=O)Nc1ccc(F)cc1
17: CC(C)CN(C(=O)c1cccc(S(=O)(=O)N2CCN(c3ccc(F)cc3)CC2)c1)C1CCS(=O)(=O)C1 (stereo unspecified)

Assay by compound	13	17
SUMO Mot1 rescue	-29	-1
Tat export inh	-8	10
MOR-DOR ag	-1.3	-1.0
PfHsp90 yeast 2	-18	-46
Arrestin-AP2 inh	40	-6
OPRM1-OPRD1 inv	7	6
AddAB inh	1.9	1.0
DSG3 Ab inh	101	104
E coli growth	-1.0	1.2
PKA-R1A act	-4	2
phage Ecoli inh	1.3	2.6

Carrying on.
21: COc1cc(C#N)c(N=C(SCC#N)N2CCOCC2)cc1OC
22: COc1ccc(-c2ccc(C#N)c(OC)n2)cc1
23: Cc1nonc1CC(=O)NC1CC(C)(C)Cc2c1cnn2-c1ccc(F)cc1 (stereo unspecified)
24: CC1Cc2ccccc2N1C(=O)CN1C(=O)CN(C)C(=O)c2ccccc21 (stereo unspecified)
25: CC(C)Oc1ccc(C(=O)NCC(=O)OCC(=O)N(C)Cc2cccs2)cc1
26: Cc1ccc2nc(C(Cl)(Cl)Cl)nc(N/N=C/c3ccc([N+](=O)[O-])cc3)c2c1
27: O=C(c1ccc(C(=O)N2CCOCC2)nc1)N1CCOCC1
28: CC(=O)N1CCN(S(=O)(=O)c2cccc(C(=O)NC3CCCC3)c2)CC1
29: COCCn1c(C)cc(C(=O)COC(=O)c2ccc3ncsc3c2)c1C
30: CCOC(=O)N1CCN(S(=O)(=O)c2ccc(C(=O)Nc3ccc(F)cc3F)cc2)CC1

Assay by compound	21	22	23	24	25	26	27	28	29	30
SUMO Mot1 rescue	5	6	-1	4	.	.	3	3	-4	3
Tat export inh	-9	-9	-7	-1	-5	-8	2	1	14	1
MOR-DOR ag	0.0	.	0.4	0.3	-2.1	-2.1	-1.3	-0.9	-0.6	-1.9
PfHsp90 yeast 2	2	-13	-6	-35	10	8	.	12	1	-21
Arrestin-AP2 inh	59*	32	-8	1	17	-3	-7	-19	15	10
OPRM1-OPRD1 inv	0	.	-2	-2	10	10	7	4	3	11
AddAB inh	3.7	-0.7	2.0	-1.5	-0.4	.	1.6	0.4	0.5	1.7
DSG3 Ab inh	.	.	102	104	.	97	.	102	102	91
E coli growth	0.1	-1.6	1.0	1.4	-0.4	.	1.0	1.8	3.4	1.1
PKA-R1A act	6	.	1	3	4	-1	-6	-7	3	3
phage Ecoli inh	2.0	5.5	0.9	2.0	-0.7	1.9	1.3	-0.9	3.5	1.7

31: C[C@H](CO)N1C[C@H](C)[C@@H](CN(C)S(=O)(=O)c2cn(C)cn2)Oc2c(NS(=O)(=O)c3cccs3)cccc2C1=O
32: CN(Cc1cnn(C)c1)C(=O)c1cc(COc2c(F)cccc2F)on1
33: CCOC(=O)c1c(C)nc(C)c2c(=O)oc3ccccc3c12
34: O=C(Nc1ccc(F)c(F)c1)C1CCCN(S(=O)(=O)c2cccc3nonc23)C1 (stereo unspecified)
35: CCOC(=O)c1cc2occc2n1CCCN1C(=O)c2ccccc2C1=O
36: CCn1c(CCNC(=O)c2cccs2)nnc1SCC(=O)Nc1nc(-c2ccccc2)cs1
37: COc1ccc(OC)c(C(=O)COC(=O)CN2C(=O)NC3(CCCCC3C)C2=O)c1 (stereo unspecified)
38: CNC(=O)CSc1nc2cc(S(=O)(=O)Nc3ccccc3OC)ccc2o1
39: COC(=O)C1=C(C)N(Cc2ccccc2)C(=NCc2cccc(Cl)c2)N[C@H]1c1cccc(F)c1
40: CC1C/C(=C\c2ccccc2[N+](=O)[O-])c2nc3ccccc3c(C(=O)O)c2C1 (stereo unspecified)
41: NC(=O)C1CCN(C(=S)NC2CC3C=CC2C3)CC1 (stereo unspecified)
42: Nc1ccccc1SCC(=O)Nc1nc(-c2ccccc2)cs1
43: COc1cccc(NC(=S)N2CCCN(Cc3ccc(F)cc3)C2)c1

Assay by compound	31	32	33	34	35	36	37	38	39	40	41	42	43
SUMO Mot1 rescue	.	499	55	-5	65	-8	-9	4	14	-13	10	27	.
Tat export inh	-15	-8	8	-2	8	11	-11	4	7	1	3	-7	-2
MOR-DOR ag	-1.9	0.2	-0.4	3.8	2.2	-1.9	-0.1	-0.1	28*	-2.9	-2.8	2.1	0.0
PfHsp90 yeast 2	-8	22	.	3	.	-18	-24	27	29	-29	6	-11	-10
Arrestin-AP2 inh	-4	-29	-17	11	-3	-5	-16	18	33	21	7	8	12
OPRM1-OPRD1 inv	9	-1	2	-29	-13	9	1	1	-154	15	14	-12	0
AddAB inh	5.9	3.3	98*	1.4	1.3	2.6	-2.0	1.3	5.5	0.8	2.8	2.2	2.2
DSG3 Ab inh	95	100	95*	.	99	102	103	117	115	100	105	102	105
E coli growth	-0.9	1.3	99*	0.2	2.7	1.5	0.5	-1.4	2.6	0.4	2.2	-0.4	-0.7
PKA-R1A act	-6	14	-10	2	0	-6	-8	1	-22	2	-8	-11	0
phage Ecoli inh	1.9	3.3	1.1	0.7	0.6	5.1	2.5	0.7	.	0.2	1.2	5.1	0.3

Along the list, as entered above.
Entries 33–41 in Arrestin-AP2 inh: -17, 11, -3, -5, -16, 18, 33, 21, 7
